FAS TE block: FAS thioesterase (human) inhibition. 360,000 tested, 0.67% active. inhibition, % at 15 µM. recombinant FAS-TE, OMFH fluorogenic substrate, fluorescence endpoint. P49327;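 active = compounds whose normalised, plate-corrected inhibition of enzyme fluorescence in the single-dose primary screen is 50% or more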;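 also: 0% = DMSO with enzyme and 100% = substrate without enzyme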
Rpn11 block: inhibitors of human proteasome Rpn11; human 26S proteasome, Ub4-pepOG fluorescence polarization; 20S core pre-blocked with epoxomicin; calls only at 20 µM; 360,000 tested, 0.59% active; AID 588493;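 active = inhibition at 20 µM, scaled to each plate's controls, above about 33%, limit read from the data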
Target sequence (O00487 whole entry, looked up): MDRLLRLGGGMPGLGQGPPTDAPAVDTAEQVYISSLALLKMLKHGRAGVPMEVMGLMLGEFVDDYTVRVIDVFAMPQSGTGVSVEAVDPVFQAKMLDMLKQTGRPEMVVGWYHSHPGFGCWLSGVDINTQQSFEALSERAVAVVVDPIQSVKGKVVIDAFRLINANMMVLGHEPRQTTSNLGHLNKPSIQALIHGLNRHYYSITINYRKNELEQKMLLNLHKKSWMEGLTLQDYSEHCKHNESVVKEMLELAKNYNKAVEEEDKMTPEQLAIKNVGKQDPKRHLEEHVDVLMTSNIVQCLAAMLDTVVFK
CSN inh: inhibitors of human CSN-mediated cullin deneddylation; AID 651999; inhibition, % at 12.5 µM; Q92905; Purified CSN, SCF-Nedd8-OG deneddylation, fluorescence polarization; 360,000 tested, 0.38% active;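 active = pattern-corrected inhibition above about 35%, with an unprinted fluorescence ratio check between 0.5 and 1.5, limit read from the data, passing the limit was not always enough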;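 also: 0% = enzyme with substrate and 100% = substrate without enzyme; some results filed as inactive read as strong as hits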
Target sequence (Q92905 whole entry, looked up, one chain of several): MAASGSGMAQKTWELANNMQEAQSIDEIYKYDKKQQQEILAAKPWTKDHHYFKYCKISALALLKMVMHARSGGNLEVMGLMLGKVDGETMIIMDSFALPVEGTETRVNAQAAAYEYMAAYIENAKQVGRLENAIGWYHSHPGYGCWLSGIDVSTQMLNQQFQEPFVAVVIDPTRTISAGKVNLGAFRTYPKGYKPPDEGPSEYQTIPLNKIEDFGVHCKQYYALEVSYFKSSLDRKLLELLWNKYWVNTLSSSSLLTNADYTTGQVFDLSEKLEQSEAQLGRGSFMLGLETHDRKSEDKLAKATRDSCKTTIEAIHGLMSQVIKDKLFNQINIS
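test system = HEK293T-derived human Csn5 enzyme | amount = 0.24 nM Csn5 enzyme, final concentration | medium = Tris/NaCl/DTT buffer, pH 7.5 | schedule = 90 min reaction at room temperature | signal = FP | evaluation = inhibition of Csn5 cleavage, % | compound dosing = single dose of 12.5 µM compound with 0.25% DMSO | probe or stimulus = 10 nM SCFSkp2-Nedd8OG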
MsrA inhibitor: inhibitors of bovine MsrA | purified bovine MsrA, absorbance read-out | inhibition, % at 15.5 µM | 360,000 tested, 0.75% active; in the data active = inhibition above about 4.5%;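 also: 0% = vehicle wells with enzyme and 100% = reference inhibitor wells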
E coli Lon inh: E. coli protease La inhibition | P0A9M0 | purified E. coli Lon protease, fluorescence polarization | inhibition, % at 7.94 µM | 360,000 tested, 0.42% active; in the data active = inhibition above about 13%, passing the limit was not always enough;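 also: 0% = enzyme with probe and DMSO and 100% = no enzyme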
MsrA act: bovine methionine sulfoxide reductase A activation; purified bovine MsrA, absorbance read-out; activation, % at 10.6 µM; AID 602163; 360,000 tested, 0.3% active; in the data active = activation above about 7.5%;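 also: 0% = vehicle and 100% = reference activator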
MT1-MMP act inh: inhibitors of human MT1-MMP activation | HT1080 RFP-PRO-GFP cells, GFP/RFP ratio fluorescence, overnight; percent of plate control window, DMSO zero | GFP/RFP ratio change, % at 20 µM | 360,000 tested, 0.061% active;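 active = GFP/RFP ratio change of at least 30% with cell ATP level not reduced by more than half and red fluorescence within 50% of control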; also: strong numbers were not always called active
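Compound: 20 µM single dose, 1% DMSO / System: HT1080 RFP-PRO-GFP cells / Controls: DMSO and RFP-L50D-GFP cell wells / Read-out basis: GFP/RFP fluorescence ratio / Schedule: overnight compound exposure at 37 °C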
Rin1 Abl inh: inhibitors of human Rin1-Abl protein interaction. 360,000 tested, 0.4% active. TR-FRET Rin1/Abl binding, biochemical. P00519+Q13671. AID 588664. inhibition, % at 7.35 µM; in the data active = inhibition above about 5%, passing the limit was not always enough
MLLE-PAM2 inh: inhibitors of microRNA-mediated deadenylation, human PABP1 MLLE binding; P11940; GST-MLLE / FITC-PAM2 fluorescence polarization; inhibition, % at 20 µM; 360,000 tested, 0.36% active; in the data active = inhibition above about 35%, passing the limit was not always enough;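 also: plate controls were DMSO wells with GST-MLLE for no effect and wells lacking GST-MLLE protein for full effect; some results filed as inactive read as strong as hits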
Active calls of the source: *.

Cc1ccc(NC(=S)N(Cc2ccco2)C(C)c2cccs2)cc1 (configuration not stated) was read as FAS TE block -4, Rpn11 block inactive, CSN inh 0, MsrA inhibitor -0.5, E coli Lon inh 3, MsrA act -3, MT1-MMP act inh 1, Rin1 Abl inh -1 and MLLE-PAM2 inh -22.
`CC(C)[C@H](NS(=O)(=O)c1cccc(Cl)c1)C(=O)OCC(=O)N1CCN(c2ccccc2)CC1` gave FAS TE block 1, Rpn11 block inactive, CSN inh -1, MsrA inhibitor 0.3, E coli Lon inh 1, MsrA act -2, MT1-MMP act inh -1, Rin1 Abl inh 0 and MLLE-PAM2 inh -87.
O=C(CCc1ccccc1)NCCc1cccs1 was read as FAS TE block -3, Rpn11 block inactive, CSN inh -4, MsrA inhibitor 0.7, E coli Lon inh 5, MsrA act -2, MT1-MMP act inh 6, Rin1 Abl inh -1 and MLLE-PAM2 inh -8.
Screening CC(=O)NS(=O)(=O)c1ccc(NC(=O)COc2ccc(C(=O)c3ccccc3)cc2)cc1 returned FAS TE block -6, Rpn11 block inactive, CSN inh 71, MsrA inhibitor 0.6, E coli Lon inh 2, MsrA act -2, MT1-MMP act inh -1, Rin1 Abl inh -2 and MLLE-PAM2 inh -23.
Screening CC1(c2ccc([N+](=O)[O-])cc2)NC(=O)NC1=O (configuration not stated) returned FAS TE block -2, Rpn11 block inactive, CSN inh 2, MsrA inhibitor -0.1, E coli Lon inh -1, MsrA act -13, MT1-MMP act inh -8, Rin1 Abl inh 3 and MLLE-PAM2 inh 5.
For COc1cccc(N2CCN(CC(=O)Nc3ccc(S(=O)(=O)N4CCCCCC4)cc3)CC2)c1 the results were FAS TE block 27, Rpn11 block inactive, CSN inh -1, MsrA inhibitor 0.0, E coli Lon inh -4, MsrA act 3, MT1-MMP act inh -5, Rin1 Abl inh 3 and MLLE-PAM2 inh 4.
Screening Cc1ccc(Cl)cc1N1CCN(Cc2nnnn2Cc2ccco2)CC1 returned FAS TE block 21, Rpn11 block inactive, CSN inh -8, MsrA inhibitor 0.3, E coli Lon inh 0, MsrA act -3, MT1-MMP act inh -21, Rin1 Abl inh -1 and MLLE-PAM2 inh 14.
For COC(=O)C1=C(C)NC(=O)/C1=C\N(C)C the results were FAS TE block -7, Rpn11 block inactive, CSN inh -11, MsrA inhibitor 2.1, E coli Lon inh 24, MsrA act -8, MT1-MMP act inh -6, Rin1 Abl inh 5 and MLLE-PAM2 inh 43*.
Cc1ccc(OCC(=O)N/N=C\c2ccc(O)cc2)c([N+](=O)[O-])c1 was read as FAS TE block -4, Rpn11 block inactive, CSN inh 2, MsrA inhibitor -0.3, E coli Lon inh -8, MsrA act -5, MT1-MMP act inh -2, Rin1 Abl inh 4 and MLLE-PAM2 inh -6.
For O=C(c1ccc2c(=O)n(Cc3ccccc3)c(=S)[nH]c2c1)N1CCOCC1 the results were FAS TE block -5, Rpn11 block inactive, CSN inh -6, MsrA inhibitor 0.7, E coli Lon inh -10, MsrA act -3, MT1-MMP act inh 1, Rin1 Abl inh -3 and MLLE-PAM2 inh -58.
For NS(=O)(=O)c1ccc(CCNC(=O)CCNS(=O)(=O)c2ccccc2C(F)(F)F)cc1 the results were FAS TE block -8, Rpn11 block inactive, CSN inh -2, MsrA inhibitor 0.9, E coli Lon inh -1, MsrA act -1, MT1-MMP act inh 0, Rin1 Abl inh 3 and MLLE-PAM2 inh 5.
Screening COc1ccc(OCCSc2nc3ccccc3c(=O)[nH]2)cc1 returned FAS TE block -3, Rpn11 block inactive, CSN inh 3, MsrA inhibitor -0.3, E coli Lon inh -3, MsrA act -1, MT1-MMP act inh 5, Rin1 Abl inh -12 and MLLE-PAM2 inh 27.

By substructure, the compounds so far containing a thiophene ring, fused or not
Cc1ccc(NC(=S)N(Cc2ccco2)C(C)c2cccs2)cc1 (configuration not stated) was read as FAS TE block -4, Rpn11 block inactive, CSN inh 0, MsrA inhibitor -0.5, E coli Lon inh 3, MsrA act -3, MT1-MMP act inh 1, Rin1 Abl inh -1 and MLLE-PAM2 inh -22.
O=C(CCc1ccccc1)NCCc1cccs1 was read as FAS TE block -3, Rpn11 block inactive, CSN inh -4, MsrA inhibitor 0.7, E coli Lon inh 5, MsrA act -2, MT1-MMP act inh 6, Rin1 Abl inh -1 and MLLE-PAM2 inh -8.

The listing continues:
CCOC(=O)CN(C(=O)COc1nc(C)cc(C)c1C#N)c1cccc(Cl)c1 was read as FAS TE block 36, Rpn11 block inactive, CSN inh -6, MsrA inhibitor 3.2, E coli Lon inh 0, MsrA act 0, MT1-MMP act inh 4, Rin1 Abl inh 3 and MLLE-PAM2 inh -6.
Screening COc1ccc(-c2noc(CSc3nnc(-c4ccncc4)n3-c3ccc(F)cc3)n2)cc1OC returned FAS TE block 0, Rpn11 block inactive, CSN inh -1, MsrA inhibitor 1.6, E coli Lon inh -5, MsrA act 18*, MT1-MMP act inh -1, Rin1 Abl inh 2 and MLLE-PAM2 inh -9.
`CC12CCC(C(=O)NCc3ccccc3Cl)(CC1=O)C2(C)C` (configuration not stated) gave FAS TE block -3, Rpn11 block inactive, CSN inh 3, MsrA inhibitor 2.2, E coli Lon inh -6, MsrA act -3, MT1-MMP act inh -2, Rin1 Abl inh 0 and MLLE-PAM2 inh 3.
`C[C@H](NC(=O)c1ccc(Cl)cc1)C(=O)NNC(=O)c1cccs1` gave FAS TE block -6, Rpn11 block inactive, CSN inh -7, MsrA inhibitor -0.9, E coli Lon inh 2, MsrA act -2, MT1-MMP act inh -1, Rin1 Abl inh -2 and MLLE-PAM2 inh -3.
`Cc1cccc(S(=O)(=O)N(C)C[C@@H]2OCc3cnnn3CCCC(=O)N([C@H](C)CO)C[C@@H]2C)c1` gave FAS TE block -6, Rpn11 block inactive, CSN inh 2, MsrA inhibitor 1.0, E coli Lon inh -6, MsrA act -2, MT1-MMP act inh -1, Rin1 Abl inh -1 and MLLE-PAM2 inh -7.
`Cc1ccc(/C=N/NC(=O)CC2N=C(Cc3ccccc3)NNC2=O)cc1` (configuration not stated) gave FAS TE block -9, Rpn11 block inactive, CSN inh 7, MsrA inhibitor -0.5, E coli Lon inh 8, MsrA act -5, MT1-MMP act inh -3, Rin1 Abl inh -2 and MLLE-PAM2 inh -7.
Screening Cc1cc(C)n(-c2ncnc3sc4c(c23)CCCC4)n1 returned FAS TE block -7, Rpn11 block inactive, CSN inh 2, MsrA inhibitor -0.4, E coli Lon inh 1, MsrA act -3, MT1-MMP act inh -3, Rin1 Abl inh -5 and MLLE-PAM2 inh -5.
Screening Cc1ccc(S(=O)(=O)Nc2n[nH]nc2C(=O)NC2CCCCC2)cc1 returned FAS TE block -1, Rpn11 block inactive, CSN inh -10, MsrA inhibitor -0.2, E coli Lon inh -3, MsrA act -5, MT1-MMP act inh 0, Rin1 Abl inh 3 and MLLE-PAM2 inh 1.
For O=C(NCC(=O)N1CCC(Cc2ccccc2)CC1)c1ccc(Cl)cc1 the results were FAS TE block 10, Rpn11 block inactive, CSN inh -3, MsrA inhibitor 1.4, E coli Lon inh -10, MsrA act -2, MT1-MMP act inh 0, Rin1 Abl inh 1 and MLLE-PAM2 inh -1.
Fc1ccc(NC(=S)NCc2ccccc2)cc1 was read as FAS TE block -9, Rpn11 block inactive, CSN inh 3, MsrA inhibitor 1.2, E coli Lon inh -14, MsrA act -11, MT1-MMP act inh 1, Rin1 Abl inh 3 and MLLE-PAM2 inh -16.
Screening CCc1nnc(NC(=O)c2ccc(NC(=O)C(C)C)cc2)s1 returned FAS TE block -4, Rpn11 block inactive, CSN inh -1, MsrA inhibitor 1.5, E coli Lon inh -12, MsrA act -2, MT1-MMP act inh 4, Rin1 Abl inh 2 and MLLE-PAM2 inh 28.
Screening O=C(CN1C(=O)NC2(CCCCCC2)C1=O)NCc1ccccc1Cl returned FAS TE block 0, Rpn11 block inactive, CSN inh -1, MsrA inhibitor -0.2, E coli Lon inh 1, MsrA act -2, MT1-MMP act inh -3, Rin1 Abl inh 0 and MLLE-PAM2 inh -6.

Gathered by group, those above with a nitro group on carbon (2)
Screening CC1(c2ccc([N+](=O)[O-])cc2)NC(=O)NC1=O (configuration not stated) returned FAS TE block -2, Rpn11 block inactive, CSN inh 2, MsrA inhibitor -0.1, E coli Lon inh -1, MsrA act -13, MT1-MMP act inh -8, Rin1 Abl inh 3 and MLLE-PAM2 inh 5.
Cc1ccc(OCC(=O)N/N=C\c2ccc(O)cc2)c([N+](=O)[O-])c1 was read as FAS TE block -4, Rpn11 block inactive, CSN inh 2, MsrA inhibitor -0.3, E coli Lon inh -8, MsrA act -5, MT1-MMP act inh -2, Rin1 Abl inh 4 and MLLE-PAM2 inh -6.

Next part.
`COc1ccc(-c2nnc(SCC(=O)OC3CCCCC3)o2)cc1OC` gave FAS TE block 10, Rpn11 block inactive, CSN inh 2, MsrA inhibitor -0.1, E coli Lon inh 8, MsrA act 0, MT1-MMP act inh 2, Rin1 Abl inh 0 and MLLE-PAM2 inh -7.
Screening CS(=O)(=O)NNC(=O)Cn1nnc(-c2cc(C(F)(F)F)cc(C(F)(F)F)c2)n1 returned FAS TE block 0, Rpn11 block inactive, CSN inh -4, MsrA inhibitor -1.3, E coli Lon inh -3, MsrA act 4, MT1-MMP act inh 5, Rin1 Abl inh 0 and MLLE-PAM2 inh -8.
For COc1cccc(-c2cc(C(F)(F)F)n3ncc(C(=O)NCC4CCCO4)c3n2)c1 (configuration not stated) the results were FAS TE block 7, Rpn11 block inactive, CSN inh -4, MsrA inhibitor 0.3, E coli Lon inh 2, MsrA act -1, MT1-MMP act inh 7, Rin1 Abl inh -3 and MLLE-PAM2 inh 8.
COC(=O)Cc1ccc(OC2(C)CCN(Cc3ccc4c(c3)OCCO4)C2)cc1 (configuration not stated) was read as FAS TE block -2, Rpn11 block inactive, CSN inh -1, MsrA inhibitor 1.8, E coli Lon inh 4, MsrA act -6, MT1-MMP act inh 1, Rin1 Abl inh 2 and MLLE-PAM2 inh 0.
For Cc1ccc(Cl)cc1N1CCN(C(=O)CCS(=O)(=O)c2ccc3c(c2)NC(=O)CO3)CC1 the results were FAS TE block 6, Rpn11 block inactive, CSN inh 10, MsrA inhibitor -0.3, E coli Lon inh -1, MsrA act -2, MT1-MMP act inh -4, Rin1 Abl inh -1 and MLLE-PAM2 inh 5.
C=CC(COCc1ccccc1)N(Cc1ccccc1)S(=O)(=O)c1ccccc1Br (configuration not stated) was read as FAS TE block 25, Rpn11 block inactive, CSN inh 99, MsrA inhibitor 0.8, E coli Lon inh -11, MsrA act -3, MT1-MMP act inh -9, Rin1 Abl inh 1 and MLLE-PAM2 inh 2.
`O=S(=O)(NCC(c1ccco1)N1CCN(c2ccccc2F)CC1)c1ccc2c(c1)OCCO2` (configuration not stated) gave FAS TE block 34, Rpn11 block inactive, CSN inh -4, MsrA inhibitor -0.6, E coli Lon inh 0, MsrA act -5, MT1-MMP act inh -1, Rin1 Abl inh 0 and MLLE-PAM2 inh 3.
`COc1ccc(S(=O)(=O)N2CCCCC2)cc1NC(=O)C1CC(=O)N(c2ccc3c(c2)OCCO3)C1` (configuration not stated) gave FAS TE block 7, Rpn11 block inactive, CSN inh 1, MsrA inhibitor -0.3, E coli Lon inh -2, MsrA act -1, MT1-MMP act inh 3, Rin1 Abl inh -1 and MLLE-PAM2 inh 12.
